# SENP8 block = human SENP8 protease inhibitors, primary screen, biochemical, fluorescence, Nedd8 protein substrate, uHTS; recombinant SENP8; inhibition, % at 20 µM; 360,000 compounds, 0.64% hits; in the data active means inhibition mostly above about 40%, no sharp cut-off; inactive means mostly below about 27%
# NR3A LBD binder = binders of NR3A ligand-binding domain, primary screen, biophysical, differential scanning fluorimetry, uHTS | Glutamate receptor ionotropic, NMDA 3A (GRIN3A) ligand-binding domain | NR3A LBD differential scanning fluorimetry, Tm shift; 0% = protein alone, 100% = glycine-bound protein | Tm shift relative to glycine control, % at 25 µM | 340,000 compounds, 2.5% hits | AID 1259313, 2017;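 active means melting temperature shift of at least 10% of the positive control shift, at one fixed dose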
# MPTP block = mitochondrial permeability transition pore inhibitors, primary screen, biochemical, isolated mouse mitochondria, absorbance | 360,000 compounds, 1.4% hits | Ca2+ swelling absorbance, 30 min | AID 602449, 2012 | inhibition, % at 10 µM;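 active means inhibition of 50% or more, scaled per plate between neutral and stimulator controls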;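 further: 0% = DMSO wells given calcium and 100% = 1 mM EGTA wells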
# ATG4B inh = ATG4B protease inhibitors, primary screen, biochemical, fluorescence, uHTS; AID 504462, 2011; Cysteine protease ATG4B (Homo sapiens), Q9Y4P1; inhibition, % at 8.33 µM; 340,000 compounds, 0.51% hits; ATG4B cleavage of LC3-PLA2, NBD-HPC fluorescence, 1 h; in the data active means inhibition above about 40%
# PfG6PD inh = PfG6PD enzyme inhibitors, primary screen, biochemical, fluorescence intensity, uHTS. glucose-6-phosphate dehydrogenase-6-phosphogluconolactonase (Plasmodium falciparum 3D7). PfGluPho enzyme, NADPH resazurin-diaphorase fluorescence. inhibition, % at 20 µM. 350,000 compounds, 0.78% hits;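 active means inhibition reaching at least a set limit at 20 µM in the primary screen, cut at about 59% in these data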;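 further: 0% = DMSO wells with substrate and 100% = DMSO wells lacking glucose-6-phosphate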
# SENP7 inh = SENP7 protease inhibitors, primary screen, biochemical, luminescence, uHTS. 330,000 compounds, 1.5% hits. Sentrin-specific protease 7 (Homo sapiens), Q9BQF6. inhibition, % at 5 µM. recombinant SENP7, Z-RLRGG-aminoluciferin luminescence, 40 min;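 active means inhibition above about 50% at the single test dose, limit read from the data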;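 further: plate controls were DMSO with enzyme for no effect and no enzyme buffer wells for full effect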
# SENP6 inh = SENP6 protease inhibitors, primary screen, biochemical, luminescence, uHTS. inhibition, % at 10 µM. Recombinant SENP6 catalytic domain, aminoluciferin luminescence. 330,000 compounds, 1.8% hits. Sentrin-specific protease 6 (Homo sapiens), Q9GZR1;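 active means inhibition above about 50% at the single tested dose, limit read from the data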;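 further: plate controls were DMSO wells with enzyme for no effect and DMSO wells lacking enzyme for full effect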
# HKDC1 inhibitor = HKDC1 hexokinase inhibitors, primary screen, biochemical, fluorescence, uHTS. Q2TB90. recombinant HKDC1, G6PDH/diaphorase resazurin coupled fluorescence. inhibition, % at 20 µM. 340,000 compounds, 0.16% hits;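 active means inhibition above about 35% when tested at 20 µM, limit read from the data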;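 further: plate controls were DMSO wells with enzyme for no effect and DMSO wells lacking enzyme for full effect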
# Target sequence (Q2TB90 whole entry, looked up): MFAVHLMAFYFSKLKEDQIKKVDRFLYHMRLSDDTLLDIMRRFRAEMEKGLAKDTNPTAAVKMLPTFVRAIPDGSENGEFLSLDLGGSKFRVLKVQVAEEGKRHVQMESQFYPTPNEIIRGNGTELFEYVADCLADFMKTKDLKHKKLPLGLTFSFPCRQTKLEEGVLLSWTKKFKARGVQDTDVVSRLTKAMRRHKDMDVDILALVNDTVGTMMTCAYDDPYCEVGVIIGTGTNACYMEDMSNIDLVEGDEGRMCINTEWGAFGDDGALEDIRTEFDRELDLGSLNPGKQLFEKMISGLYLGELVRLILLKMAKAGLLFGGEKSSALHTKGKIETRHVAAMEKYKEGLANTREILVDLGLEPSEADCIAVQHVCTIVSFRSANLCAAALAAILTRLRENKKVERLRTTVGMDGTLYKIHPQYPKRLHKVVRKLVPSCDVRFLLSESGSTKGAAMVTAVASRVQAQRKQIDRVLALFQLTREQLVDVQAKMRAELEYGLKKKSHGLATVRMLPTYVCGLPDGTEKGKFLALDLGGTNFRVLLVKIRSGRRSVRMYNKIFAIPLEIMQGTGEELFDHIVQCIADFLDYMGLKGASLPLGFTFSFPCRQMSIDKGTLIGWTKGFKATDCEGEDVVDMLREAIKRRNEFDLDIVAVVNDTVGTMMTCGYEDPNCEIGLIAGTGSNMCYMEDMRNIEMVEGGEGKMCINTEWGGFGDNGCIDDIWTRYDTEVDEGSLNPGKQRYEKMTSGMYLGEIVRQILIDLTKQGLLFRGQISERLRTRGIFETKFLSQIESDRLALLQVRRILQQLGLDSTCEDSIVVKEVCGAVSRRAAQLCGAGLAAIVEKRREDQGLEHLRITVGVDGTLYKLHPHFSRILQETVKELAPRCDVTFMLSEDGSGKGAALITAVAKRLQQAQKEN
#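 Assay system: in-house recombinant HK5 (HKDC1) enzyme. Input: HKDC1 at 5 µg/mL. Medium: Tris pH 8.0 buffer with MgCl2, Tween-20, BSA, BME. Dosing: single 20 µM dose. Schedule: 90 min reaction incubation at room temperature, dark. Signal: resazurin-to-resorufin fluorescence via G6PDH and diaphorase coupling, 525/613 nm. Controls: DMSO-enzyme wells negative, buffer-substituted wells positive.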
# * hit, by the source's call; / = not tested or not shown.
SENP8 block,NR3A LBD binder,MPTP block,ATG4B inh,Structure,PfG6PD inh,SENP7 inh,SENP6 inh,HKDC1 inhibitor
-88,31*,85*,3,CN(/N=C/c1cc(Cl)cc(Cl)c1O)C(=S)NC(C)(C)C,10,-3,-7,0
13,-1,-0.3,9,Cc1nn(-c2ccccc2)c(-n2cccc2)c1C(=O)O,-5,7,-1,-17
17,5,-0.2,-7,Cc1cccc(C)c1N1CCN(CCn2c(=S)[nH]c3ccccc3c2=O)CC1,0,5,7,-6
6,1,0.9,0,Cn1cc(Br)c(-c2cccc(N3C(=O)CCCC3=O)c2)n1,-1,11,-19,0
-102,11*,87*,-5,CC(OC(=O)c1cc(Br)ccc1O)C(=O)Nc1ccc(S(=O)(=O)N2CCCC2)cc1 (stereo not drawn),11,4,-4,0
-13,-1,-1.0,-5,CCCNc1c(NS(=O)(=O)c2ccc(C)cc2C)c(=O)oc2ccccc12,5,2,5,2
12,-1,4.4,-2,CCCCCCOc1ccc(N2C(=O)CC(SCCN)C2=O)cc1 (stereo not drawn),10,3,2,-1
8,1,4.4,3,O=C(COc1cc(F)ccc1[N+](=O)[O-])Nc1ccc2c(c1)OCO2,2,2,8,-1
8,-2,3.5,-2,CC1=CC2C(C3C=CC2(C)C(=O)C3(C)O)C(C)(O)C1=O (stereo not drawn),-2,/,/,-3
6,2,0.3,6,CCCc1c(C(=O)N/N=C/c2sccc2C)nnn1-c1nonc1N,-4,-4,7,-2
19,-1,1.9,-1,Cc1ccc(S(=O)(=O)Nc2cc(S(=O)(=O)N3CCOCC3)ccc2NCC2CCCO2)cc1 (stereo not drawn),-5,-7,-5,6
-9,3,-0.4,-2,CC(C)CN(C(=O)C(C)N1C(=O)c2ccccc2C1=O)c1c(N)n(Cc2ccccc2)c(=O)[nH]c1=O (stereo not drawn),9,2,-4,4
4,0,-1.0,0,Cc1nc(C(=O)NNC(=O)c2ccc(C(F)(F)F)cc2)cs1,4,-1,-20,1
-198,-2,3.7,9,Cc1cccc(C)c1Nc1nnc(SC/C(O)=C(\C#N)c2nc3ccccc3[nH]2)s1,-16,-7,-22,6
15,2,-0.2,2,COc1ccc(CCNCC(O)COc2c(C)cccc2C)cc1OC (stereo not drawn),-9,/,/,-1
4,-3,-0.3,43*,O=C(Cn1cccc1C(=O)c1ccccc1)NCCC1=CCCCC1,-9,9,3,-7
9,0,26,-1,O=C(c1cc(COc2c(F)cccc2F)on1)N1CCC(c2ccncc2)CC1,4,-9,0,-3
38,-8,3.2,57*,CCOc1ccccc1N1CCN(C2=C(NS(=O)(=O)c3cccs3)C(=O)c3ccccc3C2=O)CC1,-8,10,23,16
53*,0,1.1,-23,COc1cc(O)c2c(=O)cc(-c3ccccc3)oc2c1,-15,2,-11,-3
7,1,-0.2,-6,Cc1cc(-c2nnc(SCc3cccnc3)o2)no1,3,-4,-35,-14
7,-2,1.2,-2,COc1cc(SC)ccc1C(=O)OCC(=O)N1CCCC1,10,5,-22,-4
-58,3,4.5,1,CCOc1cc(NC(=O)c2ccccc2OC)c(OCC)cc1NC(=O)c1ccccc1,8,0,15,-4
20,-2,-1.7,-1,Cc1csc(NC(=O)CCc2ccc(S(=O)(=O)N3CCOCC3)cc2)n1,5,-1,4,-8
-30,1,-0.8,-1,O=C(Cn1ncc2c3ccccc3n(Cc3ccccc3)c2c1=O)NCCCN1CCCC1=O,-6,7,-4,5
-498,3,1.4,4,COc1ccc(-c2ccc3oc(-c4ccc(OC)cc4)c(C#CCO)c3c2)cc1,14,1,3,-3
-6,0,-7.0,0,CCOC(=O)c1nn(-c2ccc(C)cc2)c2nc(Nc3ccccc3)cc(=O)n12,16,-3,-6,-5
16,5,1.8,8,CCOc1ccc2nc(SCc3ccc(F)cc3)sc2c1,10,4,29,-1
12,-1,-0.4,11,O=C(CN1CCCC1)Nc1ccccc1Sc1ccc(Cl)cc1,-6,-8,17,1
6,-2,3.6,-9,CC(=O)CCC(=O)NC1CCCc2c1cnn2-c1ccc(C(C)(C)C)cc1 (stereo not drawn),16,8,1,-4
12,-1,1.0,-3,COC(=O)c1ccc(N=Nc2ccccc2)cc1,4,59*,15,7

# Reprinted at random: 6 compounds from above
SENP8 block,NR3A LBD binder,MPTP block,ATG4B inh,Structure,PfG6PD inh,SENP7 inh,SENP6 inh,HKDC1 inhibitor
7,1,-0.2,-6,Cc1cc(-c2nnc(SCc3cccnc3)o2)no1,3,-4,-35,-14
-13,-1,-1.0,-5,CCCNc1c(NS(=O)(=O)c2ccc(C)cc2C)c(=O)oc2ccccc12,5,2,5,2
19,-1,1.9,-1,Cc1ccc(S(=O)(=O)Nc2cc(S(=O)(=O)N3CCOCC3)ccc2NCC2CCCO2)cc1 (stereo not drawn),-5,-7,-5,6
8,1,4.4,3,O=C(COc1cc(F)ccc1[N+](=O)[O-])Nc1ccc2c(c1)OCO2,2,2,8,-1
12,-1,1.0,-3,COC(=O)c1ccc(N=Nc2ccccc2)cc1,4,59*,15,7
-30,1,-0.8,-1,O=C(Cn1ncc2c3ccccc3n(Cc3ccccc3)c2c1=O)NCCCN1CCCC1=O,-6,7,-4,5

# The list goes on.
SENP8 block,NR3A LBD binder,MPTP block,ATG4B inh,Structure,PfG6PD inh,SENP7 inh,SENP6 inh,HKDC1 inhibitor
12,0,-1.4,-7,CCCCOC(=O)Nc1ccc(S(=O)(=O)Nc2cc(C)nc(C)n2)cc1,-9,4,-8,-4
-1,-1,0.8,-3,O=C(O)c1ccc(Cl)c(S(=O)(=O)NC(Cc2c[nH]c3ccccc23)C(=O)O)c1 (stereo not drawn),-4,4,-12,2
27,-1,-2.1,7,Cc1cccc(C(=O)NC2=NCCS2)c1,-18,16,15,5
2,-1,-1.7,-1,CS(=O)(=O)N1N=C(c2cccs2)CC1c1ccccc1O (stereo not drawn),4,-3,-10,-10
-118,-1,1.2,-2,CCCSCC(=O)Nc1ncc2c(n1)-c1ccccc1CC2,20,7,-14,12
12,-1,53*,-6,O=C(c1ccccc1)N1CCC(c2nc(-c3ccc(S(=O)(=O)NCC4CCCO4)cc3)no2)CC1 (stereo not drawn),-25,-1,-5,11
14,0,-0.4,-2,NS(=O)(=O)c1cccc(NC(=O)/C=C/c2cccs2)c1,12,5,-27,1
26,7,-0.9,-2,COc1ccccc1N1CCN(CCCN2C(=O)C3CCCCN3C2=O)CC1 (stereo not drawn),2,/,/,-4
19,0,-1.0,0,COCCCn1c(-c2ccccc2)nc2ccccc2c1=O,-1,-2,-7,-4
5,0,-1.9,13,Cc1cc(NC(=O)CCS(=O)(=O)c2ccc(F)cc2)no1,-9,-4,-9,-5
-8,-14,5.0,24,N/C(=N\OC(=O)N1c2ccccc2Sc2ccccc21)c1ccccc1,-9,1,12,-1
-68,-1,1.0,9,Cc1ccc(CSc2nnc3nc(C)cc(C)n23)cc1,-8,-4,-7,-7
7,1,-1.0,2,COC(=O)c1cnn2c1C(=O)N(Cc1cccs1)CC2,-11,-1,-28,4
-84,27*,100*,-6,CCOC(=O)c1sc(NC(=O)CSc2n[nH]c(-c3ccccc3)n2)c(C#N)c1C,62*,18,12,-2
-91,4,8.4,-16,COc1ccc(OC)c(/C=C/C(=O)Nc2ccc3c(c2)CCC3)c1,34,-7,7,-5
8,-1,-0.4,-5,CC#CC(=O)N1CCC(n2nccc2NC(=O)c2ccc3c(c2)OCO3)CC1,-2,6,-2,-4
1,0,0.6,-11,COc1ccc(S(=O)(=O)N2CCOCC2)cc1NC(=O)CC1CC2CCC1C2 (stereo not drawn),-15,-6,-6,-1
-42,1,1.1,4,Cc1ccc(-c2csc3ncnc(Nc4ccc(N5CCOCC5)cc4)c23)cc1,12,5,6,3
6,-1,1.4,5,CCN(CC)CCCN1C(=O)C(=O)/C(=C(/O)c2ccc(OC)cc2)C1c1ccco1 (stereo not drawn),13,-7,3,-3
24,-4,0.7,4,COC(=O)CSc1nc2ccc(C)cc2[nH]1,-1,0,-9,-5
-35,1,-2.0,3,CCOC(=O)CSC1=C(C#N)C(c2ccc(C)cc2)C2=C(CCCC2=O)N1 (stereo not drawn),14,-10,-6,0
15,1,0.0,-4,CCOc1cc2[nH]c(=S)n(Cc3ccc(C(=O)NCCCN(CC)CC)cc3)c(=O)c2cc1OCC,31,3,-8,1
-404,0,-0.1,-7,O=C(Nc1ccc2sc3ccccc3c(=O)c2c1)c1ccccc1Cl,-4,52*,15,4
13,-7,1.4,1,O=C(Nc1ccc(Cl)cc1)Nc1ccc(Br)cn1,5,-4,-18,-1
17,0,-1.0,-8,CCn1cc([N+](=O)[O-])c(C(=O)NCc2ccc(Cl)cc2)n1,2,13,8,-1
-6,-3,0.0,-3,O=C(Nc1cccc(S(=O)(=O)NC2=NCCCCC2)c1)c1cc(-c2ccncc2)nc2ccccc12,2,-4,-8,12
12,-3,1.6,-1,CCOC(=O)c1cc(-c2ccc3c(c2)OCCO3)n[nH]1,-8,42,44,3
-2,10*,3.9,2,CC(=O)Nc1ccc(N2C(=O)c3ccc(C(=O)Nc4nnc(SCc5ccc(F)cc5)s4)cc3C2=O)cc1,-21,-3,-17,-11
18,-1,1.4,3,C/C(=N\NC(N)=S)c1ccc(-n2ccnc2)cc1,-2,-3,-18,4
12,-3,1.3,4,COc1ccc(C)cc1Nc1n[n+](-c2ccccc2)c(-c2cc([N+](=O)[O-])cc(OC)c2O)s1,29,-4,0,5
3,-16,1.1,-19,CCc1ccc(NC(=O)CSc2ccc(-c3sc(C)nc3C)nn2)cc1,10,-8,-7,-4
28,1,-1.5,-6,CCN(CC(=O)NCc1ccc(F)cc1)C(=O)C1CCN(C(=O)Nc2ccccc2)CC1,-1,-12,-4,-8
-58,-3,-2.2,-4,CN1CC[C@]2(CCN3CCc4c(oc5ccccc45)[C@@H]3C2)N(C)C1=O,6,-4,-18,-4
23,-1,-3.4,1,Cc1nc(CN2CCCCC2)cc(=O)[nH]1,-12,-2,-16,-2
5,-1,15,-5,Cc1c(C=O)c2ccccc2n1CCOc1ccccc1,3,1,-8,2
21,3,1.7,-2,CC(=O)c1cc(-c2ccccc2)n(CC(=O)NCc2cccs2)c1C,15,2,-2,-6
7,3,-2.2,0,O=c1[nH]c(=O)n(Cc2ccccc2)c2c1CCC2,-11,8,-8,7
12,3,0.4,0,CC(NC(=O)CN1C(=O)NC2(CCCC2)C1=O)c1ccc(Cl)cc1Cl (stereo not drawn),9,4,-6,-2
-7,-9,0.5,2,Cc1cc(NC(=O)COc2ccccc2)ccc1Cl,2,0,0,-2
31,4,0.3,3,Cc1cc(NC(=O)C(C)SCC(=O)OCC(=O)N(C)c2ccccc2)no1 (stereo not drawn),1,6,6,-4
-5,-3,-3.4,-9,COCCCNC(=O)COc1ccc(-c2nccc(-c3ccccn3)n2)cc1,6,-4,-8,-3
18,0,-2.0,-10,CN1CCN(CCC(=O)N2c3ccccc3Sc3ccc(Cl)cc32)CC1,0,10,-6,-2
-128,0,3.9,-14,COc1cccc(OC)c1C(=O)Nc1sc2c(c1C(N)=O)CCCC2,21,-3,-3,6
-6,-1,3.2,-2,CN(CC(=O)Nc1ccccc1Br)C(=O)c1cc2c(s1)CCCCC2,-1,1,12,2
24,6,1.1,-3,CCCn1c(C(C)Nc2nc(-c3ccc(Cl)c([N+](=O)[O-])c3)cs2)nc2ccccc21 (stereo not drawn),25,-2,-12,7
